TbPYK inhibitor: qHTS of Trypanosoma Brucei Inhibitors. pyruvate kinase (Trypanosoma brucei), Q57TT1. TbPYK enzyme, Kinase-Glo Plus ATP luminescence, 45 min. Potency, µM (series often up to 76.8 µM), without a hit: at the top dose activity, negative = inhibition, usual class: inhibitors. 410,000 tested, 0.12% active. AID 624173, 2012; active = well fitted inhibition curve with a large enough effect; note: nearly all actives have a fitted effect of over 50% in size
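Activity of T. brucei pyruvate kinase was followed by Kinase-Glo Plus luminescence after the enzyme reacted 45 min at room temperature with 130 uM ADP (final) and substrate. Test compounds were added before ADP at multiple concentrations.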
Active calls of the source: *; & = joins results of further samples. % is set by controls: 0 for no effect and ±100 for the full control effect; potency is the fitted concentration of half-maximal effect. Some of the compounds tested; count on the stated rates, not on these rows.

SMILES	TbPYK inhibitor
CC(C)C[C@H]1CN(CCCC[C@H]2CNC(=O)C(=O)N2CCC2CCCCC2)C(=O)C(=O)N1CC1CCCCC1	0.8%
CCOC(=O)[C@]12CCC=C1N(CCC1=CCCCC1)C(=O)[C@H](CC(=O)NCCCCc1ccccc1)C2	0.0%
CCCCNC(=O)C1c2ccccc2OCC(=O)N1CC(F)(F)F (stereo unspecified)	0.2%
CC1=C(C(=O)N(C)C)CC(CC(=O)NCCCN(C)C)C(=O)N1Cc1ccc(F)cc1 (stereo unspecified)	0.0%
CC(C)NC(=O)C1(C)CCN1C(=O)C1(c2ccccc2)CC1 (stereo unspecified)	-4.4%
N#Cc1ccsc1NC(=O)c1ccc2ncsc2c1	-20.0%
CCC(=O)O[C@H]1C(O[C@@H]2C(C)[C@H](O[C@H]3C[C@@](C)(OC)C(O)C(C)O3)C(C)C(=O)OC(CC)[C@@](C)(O)C(O)[C@H](C)C(=O)C(C)C[C@]2(C)O)OC(C)CC1N(C)C (stereo partly specified)	-3.2%
Cc1noc(C)c1C(=O)N1CCC2(CCN(Cc3ccc(C#N)cc3)CC2)CC1	6.0%
Cc1ccc([C@H]2C[C@H](n3cc(COC(=O)c4ccccc4)nn3)[C@@H](O)CN2CC2CCCCC2)cc1	7.1%
COc1ccc(-c2cc3c(c4c2ccn4C)C2CCC3O2)cc1OC (stereo unspecified)	-1.8%
COc1cccc(C(=O)c2ccccc2C(=O)O)c1	4.2%
CN1C(=O)CN(CCN2CC(=O)N(C)C(=O)C2)CC1=O	0.8%
CC1CCCCN1CCCNC(=O)c1ccc2c(c1)NC(=O)CN2C (stereo unspecified)	4.4%
CC(O)(c1cccnc1)c1nc(-c2cccc3cccnc23)cs1 (stereo unspecified)	-8.7%
Nc1ccccc1CCc1ccccc1N	-9.4%
CCN(c1ccccc1)S(=O)(=O)c1ccc(OC)c(NC(=O)c2ccco2)c1	1.4%
O=C(c1cccc(F)c1)N1CCC[C@@]2(CCN(Cc3ccccc3)C2)C1	2.9%
COc1ccccc1CN1CC[C@@]2(CCCN(C(C)=O)C2)C1	-5.7%
Cc1ccccc1S(=O)(=O)NC(=O)C1(C)CCN1C(=O)C1(c2ccc(Cl)cc2)CC1 (stereo unspecified)	-3.3%
COc1ccc(NC(=O)C2(C)CCCN(C(C)=O)C2)cc1F (stereo unspecified)	3.3%
CCCC1NC(=O)c2cc3ccccc3cc2-n2c1nc1cc(Cl)ccc1c2=O (stereo unspecified)	-0.6%
COc1ccc(-c2nc3cc(C)c(Br)c(C)n3c2Cc2ccc(C)cc2)cc1OC	-10.2%
CCCNC(=O)C1(C)CCN(C(=O)C(c2ccccc2)c2ccccc2)C1 (stereo unspecified)	4.9%
COCCCn1cc(CN2CC(N3CCN(Cc4ccccc4F)CC3)CS2(=O)=O)nn1 (stereo unspecified)	-11.2%
N#Cc1ccccc1OCC(=O)Nc1nc(-c2ccccn2)cs1	-15.0%
Going on with the list:
SMILES	TbPYK inhibitor
Cc1cccc(C(O)c2ncc(-c3ccc(Cl)cc3)[nH]2)c1C (stereo unspecified)	-7.2%
COc1ccc(CNC(=O)c2cccc3c(-c4ccc(F)c(F)c4)coc23)cc1OC	5.0%
CC(=O)c1cccc(-c2ccnc3c2CC(C(=O)Nc2cccc(NS(C)(=O)=O)c2)O3)c1 (stereo unspecified)	-2.4%
CC1(Cc2ccc(Cl)cc2)C(=O)Nc2ccc(S(=O)(=O)NC3CCCCC3)cc21 (stereo unspecified)	0.4%
O=C(/C=C/[C@H]1O[C@@H](n2cnc3c(NC(=O)c4ccccc4)ncnc32)[C@H](O)[C@@H]1O)NCC1CCCCC1	-1.4%
CC1(C(=O)NS(=O)(=O)C2CC2)CCCN(C(=O)c2ccco2)C1 (stereo unspecified)	3.0%
O=C1C(c2[nH]c3ccc(S(=O)(=O)O)cc3c2O)=Nc2ccc(S(=O)(=O)O)cc21	0.0%&0.0%&-7.8%
CCNC(=O)C1CCCN(Cc2cc(C(F)(F)F)ccc2Cl)CC1 (stereo unspecified)	2.1%
Cc1ccsc1/C=C1\Oc2cc(O)ccc2C1=O	-15.7%
c1ccc(N2CC3(CCNCC3)C2)nc1	2.7%
CCCNC(=O)c1cc(C2CCCCN2C(=O)c2ccc(C#N)cc2)on1 (stereo unspecified)	-6.6%
CN1OC[C@@H]2CN(Cc3ccccc3)[C@H](c3ccc(N4CCCCC4)cc3)C[C@@H]21	-1.9%
O=C(c1cnccn1)N1CCC[C@@]2(CCN(Cc3cc(C(F)(F)F)cc(C(F)(F)F)c3)C2)C1	-9.3%
c1ccc2c(C(c3nnnn3-c3ccc4c(c3)OCCO4)N3CCCCC3)ccnc2c1 (stereo unspecified)	4.1%
N#Cc1cccc(NC(=O)c2cc(C3CCCCN3S(=O)(=O)c3ccccc3)on2)c1 (stereo unspecified)	5.3%
CC(=O)c1cccc(NC(=O)C2Cc3c(-c4cccc(C(C)=O)c4)ccnc3O2)c1 (stereo unspecified)	11.6%
CCN(CC)C(=O)c1cccc(-c2csc(C(C)(NC(C)=O)c3ccccc3)n2)c1 (stereo unspecified)	-2.2%
O=C(C[C@@H]1C[C@H]2c3cc(NC(=O)NC4CCCCC4)ccc3O[C@H]2[C@H](CO)O1)NC1CCCCC1	4.2%
COCCNc1nc(Nc2ccc(Cl)cc2F)c2sccc2n1	0.6%
CCCCn1nnnc1C(c1ccccc1)N1CCN(c2ccc(C(F)(F)F)cc2[N+](=O)[O-])CC1 (stereo unspecified)	3.3%
Cc1cn([C@H]2C[C@H](O)[C@@H](CNC(=O)CNC(=O)CN)O2)c(=O)[nH]c1=O	7.6%
Cc1noc(C)c1C(=O)N1CCC2(CCN(Cc3ccccc3)CC2)CC1	-6.1%
COc1ccc(-c2csc(C(C)(O)c3ccc(F)c(F)c3)n2)cc1OC (stereo unspecified)	-7.2%
O=C(NCc1ccccc1)c1cc(C2CCCCN2S(=O)(=O)c2cccc3cccnc23)on1 (stereo unspecified)	0.2%
Cc1ccc([C@H]2C[C@@H](n3cc(COC(=O)c4ccccc4)nn3)[C@H](O)CN2C(=O)c2cccs2)cc1	2.6%

A run of entries taken from the entries so far, for reference:
SMILES	TbPYK inhibitor
COc1ccccc1CN1CC[C@@]2(CCCN(C(C)=O)C2)C1	-5.7%
Cc1ccccc1S(=O)(=O)NC(=O)C1(C)CCN1C(=O)C1(c2ccc(Cl)cc2)CC1 (stereo unspecified)	-3.3%
COc1ccc(NC(=O)C2(C)CCCN(C(C)=O)C2)cc1F (stereo unspecified)	3.3%
CCCC1NC(=O)c2cc3ccccc3cc2-n2c1nc1cc(Cl)ccc1c2=O (stereo unspecified)	-0.6%
COc1ccc(-c2nc3cc(C)c(Br)c(C)n3c2Cc2ccc(C)cc2)cc1OC	-10.2%
CCCNC(=O)C1(C)CCN(C(=O)C(c2ccccc2)c2ccccc2)C1 (stereo unspecified)	4.9%

Laid out differently: entries from further up
molecule,TbPYK inhibitor
O=C(c1cnccn1)N1CCC[C@@]2(CCN(Cc3cc(C(F)(F)F)cc(C(F)(F)F)c3)C2)C1,-9.3%
c1ccc2c(C(c3nnnn3-c3ccc4c(c3)OCCO4)N3CCCCC3)ccnc2c1 (stereo unspecified),4.1%
N#Cc1cccc(NC(=O)c2cc(C3CCCCN3S(=O)(=O)c3ccccc3)on2)c1 (stereo unspecified),5.3%
CC(=O)c1cccc(NC(=O)C2Cc3c(-c4cccc(C(C)=O)c4)ccnc3O2)c1 (stereo unspecified),11.6%
CCN(CC)C(=O)c1cccc(-c2csc(C(C)(NC(C)=O)c3ccccc3)n2)c1 (stereo unspecified),-2.2%
O=C(C[C@@H]1C[C@H]2c3cc(NC(=O)NC4CCCCC4)ccc3O[C@H]2[C@H](CO)O1)NC1CCCCC1,4.2%

(next part)
SMILES	TbPYK inhibitor
CC(OC(=O)C1COc2ccccc2O1)C(=O)c1ccccc1 (stereo unspecified)	4.7%
C[C@H]1CN([C@@H](C)CO)S(=O)(=O)c2ccc(Br)cc2O[C@@H]1CN(C)C(=O)CCN1CCCCC1	5.1%
COc1cccc(S(=O)(=O)N(C)C[C@H]2OCc3cnnn3CCCC(=O)N([C@@H](C)CO)C[C@H]2C)c1	2.0%
CCCNC(=O)C1(C)CCN(Cc2csc(-c3ccc(Cl)cc3)n2)C1 (stereo unspecified)	-10.2%
CCSc1nnc(NC(=O)C2CCCN(C(=O)c3ccc(Cl)cc3)C2)s1 (stereo unspecified)	-0.2%
CC(=O)Nc1cncc(-c2cccc(C(=O)NC3CC3)c2)n1	2.2%
CCCCNC(=O)C1(C)CCN1C(=O)c1cc2ccccc2s1 (stereo unspecified)	2.8%
C[C@H](c1ccccc1)N1C[C@H](COCc2ccccc2)Oc2cc(N3CCC[C@H]3C(N)=O)ccc2S1(=O)=O	-10.6%
CCOC(=O)C1(C)CCCN(C(=O)c2cccc3ccccc23)C1 (stereo unspecified)	-7.5%
COc1ccc(C(=O)N2CCCCC2c2cc(C(=O)Nc3ccc(OC)cc3C)no2)cc1 (stereo unspecified)	0.0%
COc1ccc(C(C#N)=Cc2ccc(OC)c(OC)c2)cc1	7.0%
O=S1(=O)N[C@@H](Cc2ccccc2)COc2cc(N3CC[C@H](O)C3)ccc21	-11.8%
COC(=O)c1ccc(Cn2c(C)c(C(=O)NCc3ccc([N+](=O)[O-])cc3)sc2=O)o1	-3.3%
C[C@@H]1CN([C@@H](C)CO)C(=O)c2cc(C#Cc3ccccc3)cnc2O[C@H]1CN(C)C(=O)c1ccccc1F	11.4%
O=C1NC[C@H](Cc2ccc(O)cc2)N(CCc2cccc(F)c2)C1=O	-9.6%
CSc1ccc(CN2CCC(C)(Oc3ccccc3)C2)cc1 (stereo unspecified)	0.3%
COc1ccc(Cn2cc(CN3CC(N4CCCC4)CS3(=O)=O)nn2)cc1 (stereo unspecified)	-7.1%
CN(C)CCN1CCN(C2CN(Cc3cn(Cc4ccc(Cl)cc4)nn3)S(=O)(=O)C2)CC1 (stereo unspecified)	-0.3%
COc1cccc(-c2sc3ccc(OC)cc3c2-c2cnc(N3CCOCC3)nc2)c1	-0.5%
COc1ccc(NC(=O)N2CCCC3(CCN(C(=O)c4c(C)noc4C)CC3)C2)cc1	-9.3%
CCC(=C(c1ccc(O)cc1)c1ccc(OCCN(C)C)cc1)c1ccccc1	0.3%
CCCNC(=O)C1(C)CCCN(CC(=O)c2ccccc2OC)C1 (stereo unspecified)	-8.5%
C=CCN(C(=O)CSc1nc2ccsc2c(=O)n1Cc1ccc(C(=O)O)cc1)c1ccccc1	7.4%
COc1cc(Cn2c3ccc(NC(=O)CCc4cccnc4)cc3c(=O)n2C)ccc1F	-7.2%
CC(C)CC(N)c1csc(Nc2ccccn2)n1 (stereo unspecified)	-5.0%
(cont.)
SMILES	TbPYK inhibitor
CCCCN1C[C@H](C)[C@@H](CC(=O)Nc2ccccc2)C1=O	-9.8%
C/C(=C\C(=O)Nc1ccccc1C(=O)O)c1ccc2ccccc2c1	-3.4%
CCC(C)C(CO)NCCCn1cnc2c(OCc3ccccc3)ncnc21 (stereo unspecified)	0.2%
Cc1cccc(C)c1Cn1c(C)c(C(=O)NCc2ccc([N+](=O)[O-])cc2)sc1=O	3.7%
CS(=O)(=O)/C(C#N)=C/c1cccn1S(=O)(=O)c1ccc([N+](=O)[O-])cc1	-5.6%
Cc1ccc(Cc2c(-c3ccccc3)nc3cc(C)c(Br)c(C)n23)cc1	2.6%
CCCN1CCC(C(=O)NC(c2ccc(Cl)cc2)c2ccsc2)CC1 (stereo unspecified)	-29.0%
O=C(NN1CCCCC1)NN1CCCCC1	-8.9%
CCCCOc1ccc(Cl)cc1Nc1nc(NCCO)nc(N2CCCC2)n1	0.9%
CC(C)CC(N)c1csc(Nc2ccc(C(F)(F)F)cn2)n1 (stereo unspecified)	-1.0%
O=C1CCC2CN3CCc4c([nH]c5ccccc45)C3CC2C1 (stereo unspecified)	2.7%
Clc1cccc(-c2nc3c4ccccc4ccn3c2Cc2ccsc2)c1	-8.3%
CC1(C)OC(=O)C2=C(C[C@@H](C3CCCCC3)O[C@@H]2c2ccc(Cl)cc2)O1	1.6%
CCCCN1C(=O)C(CC(=O)NC2CCCC2)CC(C(=O)N(CC)CC)=C1C (stereo unspecified)	1.5%
C=CCN1C(=O)/C(=C/N(C)C)S/C1=N\S(=O)(=O)c1cccs1	-1.5%
CC1(Cc2ccc(F)cc2)C(=O)Nc2c(Cl)ccc(Cl)c21 (stereo unspecified)	4.2%
CCCCCCN1C[C@H](O)[C@@H](n2cc(C3CC3)nn2)C[C@@H]1c1ccccc1	-4.2%
O=C(c1cccc(F)c1)N1CCC2(CC1)CCN(c1ccncc1)CC2	-6.7%
CC(N)c1csc(Nc2ccc(C(=O)NCCO)cc2)n1 (stereo unspecified)	2.3%
Cn1cc(/C=C(\NC(=O)c2ccccc2)C(=O)NCCCn2ccnc2)c2ccccc21	2.4%
CC1(C(=O)NS(=O)(=O)c2ccccc2)CCN1C(=O)c1ccccc1 (stereo unspecified)	2.1%
CC(C)C[C@H]1CNC(=O)C(=O)N1C[C@@H]1CCCN1C[C@H](Cc1ccccc1)N1C[C@H](CC(C)C)N(CC2CCCCCC2)C(=O)C1=O	3.5%
CCOC(=O)C1(C)CCCN1C(=O)c1ccc(Cl)nc1 (stereo unspecified)	0.1%
O=C(c1ccc(-c2ccccc2)cc1)N1CCN(c2ccc3c(c2)C2CC3CCN2C(=O)OCc2ccccc2)CC1 (stereo unspecified)	0.7%
COc1ccc(CC(N)c2csc(NC(=O)NCCc3ccccc3)n2)cc1 (stereo unspecified)	-9.1%
C[C@H]1CN([C@@H](C)CO)C(=O)c2cc(-c3ccccc3F)cnc2O[C@@H]1CN(C)C(=O)NC1CCCCC1	4.2%
CC(C)OC(=O)N(C)C[C@@H]1OCc2cnnn2CCCC(=O)N([C@@H](C)CO)C[C@@H]1C	-0.3%
CN1OC[C@@H]2C(=O)N3CCc4c([nH]c5ccccc45)[C@@H]3C[C@@H]21	7.2%
COc1cc(NC(=O)c2ccc(-c3cnn(C)c3)c3ccoc23)cc(OC)c1OC	4.5%
COc1ccccc1C(NC(=O)C1CCN(CCOc2ccc(Cl)cc2)CC1)c1ccccn1 (stereo unspecified)	-9.3%
